MrgX1 allo act: allosterically activates human MrgX1 receptor signaling. Q96LB2. MrgX1-HEK293, Fluo-4 calcium flux, FDSS; stronger effect = higher value. B-score at 10 µM. actives 0.63% (n = 310,000);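 active means plate-corrected calcium response at least 3 library SD above typical, normal starting fluorescence, not activating the receptor alone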;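 further: compound read alongside a low EC10 to EC30 dose of BAM8-22 agonist; peak minus trough fluorescence over baseline measured at the second addition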
Target sequence (Q96LB2 whole entry, looked up): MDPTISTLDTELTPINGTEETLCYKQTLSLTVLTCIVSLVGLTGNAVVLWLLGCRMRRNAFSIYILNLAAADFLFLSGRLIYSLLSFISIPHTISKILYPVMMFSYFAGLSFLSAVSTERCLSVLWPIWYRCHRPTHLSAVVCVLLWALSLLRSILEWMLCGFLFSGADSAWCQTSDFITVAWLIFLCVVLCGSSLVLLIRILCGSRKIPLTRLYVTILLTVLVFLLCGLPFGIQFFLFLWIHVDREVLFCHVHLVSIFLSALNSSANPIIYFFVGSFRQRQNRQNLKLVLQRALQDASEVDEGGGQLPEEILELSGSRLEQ
TRPC4 PAM: allosterically enhances the mouse TRPC4 cation channel; actives 0.42% (n = 310,000); Q9QUQ5; AID 2227; HEK293 TRPC4beta/mu-opioid, DAMGO EC20, Fluo-4 Ca2+ flux; stronger effect = higher value; B-score at 10 µM;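 active means B-score of calcium response area above 5 SD of library B-scores, with initial fluorescence ratio within 5 SD of library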;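 further: B-score of integrated fluorescence ratio over time as area under calcium response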
HIF activator: HIF pathway transcriptional activation. AID 1910. actives 0.32% (n = 300,000). activation, % at 7.5 µM (by protocol). U2OS HRE-luciferase reporter, luminescence; normalized: DMSO 0%, desferrioxamine 100%;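 active means mean activation of at least 10% of the iron chelator positive control signal, with at least half of replicates also reaching 10%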
AI-2 QS mod: Vibrio harveyi AI-2 quorum sensing modulation; Vibrio harveyi JMH597 AI-2 luminescence/OD600 ratio, 9 h; stronger effect = lower value; strain lacks LuxN and CqsS sensors; 0 = neutral-control median; activity change, % at 7.5 µM; actives 0.4% (n = 300,000); in the data active means activity change below about -75%, passing the limit was not always enough;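 further: luminescence divided by OD600 gain over 9 h not by final OD600 alone; inactives centre near 13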
TRPC4 inh: inhibitors of mouse TRPC4 channel | Q9QUQ5 | HEK293 TRPC4beta/mu-opioid, DAMGO-evoked Fluo4 calcium flux; stronger effect = lower value | B-score at 10 µM | actives 0.39% (n = 300,000) | AID 2247;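 active means B-score over 3 SD under the library average, no early fluorescence shift, positive overall ratio signal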
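Assay system: HEK293 cells with stable TRPC4beta plus mu-opioid receptor expression. Dosing: single dose. Measured by: Fluo4 Ca2+ flux fluorescence. Also added: DAMGO in two steps, submaximal then maximal. Read-out: B score from integrated Fluo4 fluorescence ratio.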
MrgX1 antagonist: blocks BAM8-22 activation of human MrgX1 receptor; B-score at 10 µM; Q96LB2; actives 1.3% (n = 310,000); MRGX1-HEK293 calcium flux, Fluo-4, BAM8-22 antagonism; stronger effect = lower value; AID 588676;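 active means calcium-response B-score plate-corrected more than 3 library SD below zero, starting fluorescence within 5 deviations, no agonist response on first addition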;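 further: peak minus trough fluorescence over baseline after final BAM8-22 challenge near maximal dose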
MrgX1 agonist: human MrgX1 receptor agonism, primary screen. MrgX1-HEK293 cells, Fluo-4 calcium fluorescence, agonist mode; stronger effect = higher value. Q96LB2. actives 0.44% (n = 310,000). AID 588627. B-score at 10 µM;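 active means calcium response B-score plate-corrected fluorescence ratio at least 3 library SD, with starting fluorescence B-score inside 5 SD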
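Material: MrgX1-expressing HEK293 cells / Dosing: compound as first of three additions / Incubation: overnight seeding, then 1 h dark dye loading / Signal: Fluo-4 NW calcium fluorescence / Evaluation: B-scored fluorescence response ratio / Benchmarks: positive and negative control wells on each plate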
PolyA inhibitor: inhibitors of polyadenylation in S. cerevisiae; S. cerevisiae SKY197-pL101 polyadenylation reporter, beta-gal luminescence; efflux-impaired pdr1/pdr3 knockout yeast; score 100 = 6 SD above DMSO; calls only at 12 µM; actives 0.02% (n = 300,000);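 active means lowest replicate activity score at least 50, where 100 means six control SD above control mean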;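 further: yeast exposed to compound for 9 h at 30 °C; higher score means more reporter readthrough which indicates perturbed polyadenylation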
TRPC6 act: activators of mouse TRPC6 channel; Q61143; HEK293-TRPC6 membrane potential dye fluorescence; stronger effect = higher value; B-score at 10 µM; actives 0.13% (n = 310,000);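 active means B-score of the integrated fluorescence ratio above library mean plus 3 SD, and starting fluorescence ratio within library mean plus 5 SD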;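 further: higher score means more depolarization so channel activation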
TRPC6 inh: inhibitors of mouse TRPC6 channel; B-score at 10 µM; actives 1.1% (n = 310,000); HEK293-TRPC6, membrane potential dye, ACh-evoked depolarization; stronger effect = lower value; AID 2553; Q61143;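 active means B-score under library mean minus 3 SD, initial fluorescence not abnormally high, positive integrated signal ratio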;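 further: B-score derived from integrated fluorescence ratio over the kinetic read; more negative B-score means stronger inhibition of depolarization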
TRPC4 agonist: opens the mouse TRPC4 cation channel; HEK293 TRPC4beta/mu-opioid, Fluo4 calcium fluorescence; stronger effect = higher value; B-score at 10 µM; actives 0.49% (n = 310,000); AID 2237;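 active means B-score above 5 SD of library B-scores, and initial fluorescence ratio not above library mean plus 5 SD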;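 further: positive B-score marks a calcium rise read as TRPC4 activation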
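System: HEK293 cells stably co-expressing mouse TRPC4beta and mu-opioid receptor; Schedule: Fluo4 dye loading 45 min at room temperature, 110 s recording; Detection: Fluo4 fluorescence, kinetic; Evaluation: B-scored integrated calcium fluorescence ratio; Controls: buffer (low) and maximal DAMGO (high).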
* marks the source's active call; other numbers are inactive results; i = inactive; nt = not tested or not shown.

SMILES | MrgX1 allo act | TRPC4 PAM | HIF activator | AI-2 QS mod | TRPC4 inh | MrgX1 antagonist | MrgX1 agonist | PolyA inhibitor | TRPC6 act | TRPC6 inh | TRPC4 agonist
CN(Cc1c(F)cccc1Cl)c1nnnn1-c1ccccc1 | i | i | -0.3 | 8.5 | i | i | i | i | i | i | i
COc1ccccc1Nc1nc(-c2ccc([N+](=O)[O-])cc2)nc2ccccc12 | i | i | 1.4 | 13.9 | i | i | i | i | i | i | i
COc1ccc(CNC(=O)C2CCCN(S(=O)(=O)c3ccc4c(c3)C(C)(C)C(=O)N4C)C2)cc1 (configuration not stated) | i | i | 0.0 | 51.1 | i | i | i | i | i | i | i
CC(C)c1ccc(NC2CCCN(C(=O)c3cccc4nccnc34)C2)cc1 (configuration not stated) | i | i | -0.5 | 20.2 | i | i | i | i | i | i | i
CCCc1cc(C(=O)Nc2nnc(C)s2)cs1 | i | i | 1.8 | 18.4 | i | i | i | i | i | i | i
CC1CCC2(CC1)NC(=O)N(Cc1nnc(-c3cccs3)o1)C2=O (configuration not stated) | i | i | -0.7 | 33.6 | i | i | i | i | i | i | i
CCC1CSC(Nc2ccc(C(=O)/C=C/c3ccc(Oc4ccccc4)cc3)cc2)=N1 (configuration not stated) | i | i | 0.6 | 7.6 | i | i | i | i | i | i | i
CC(=O)CC(CC(=O)NC1CCCCC1)c1ccccc1 (configuration not stated) | i | i | -0.3 | 9.8 | i | i | i | i | i | i | i
CCCCC(NC(=O)COc1cc2c(c3oc(=O)cc(C)c13)CCC(C)(C)O2)C(=O)O (configuration not stated) | i | i | 0.4 | 0.8 | i | i | i | i | i | i | i
CC1CN=C(N(C(=S)Nc2ccccc2)c2cccc(C(F)(F)F)c2)S1 (configuration not stated) | i | i | 0.8 | -0.5 | i | i | i | i | i | i | i
CN(CCC(=O)Nc1ccc2c(c1)OCO2)Cc1ccccc1 | i | i | 0.1 | 25.6 | i | i | i | i | i | i | 53*
O=C(NC1CC2CCCC(C1)N2Cc1ccccc1)C1CCCCC1 (configuration not stated) | i | i | 0.2 | 18.7 | i | i | i | i | i | i | i
Cc1ccc(C2C(C#N)=C(N)N(c3ncn[nH]3)C3=C2C(=O)CC(C)(C)C3)cc1 (configuration not stated) | i | i | -0.2 | -6.4 | i | i | i | i | i | i | i
COC(=O)c1cc(NC(=O)c2cc(C(C)(C)C)nn2Cc2cccc(C)c2)ccc1N1CCOCC1 | i | i | -0.9 | 14.5 | i | i | i | i | i | i | i
COc1ccc(OC)c(S(=O)(=O)Oc2ccc(N)c3ccccc23)c1 | i | i | -0.1 | 6.8 | i | i | i | i | i | i | i
O=C(Nc1cccnc1)c1ccccc1F | i | i | 0.2 | -10.4 | i | i | i | i | i | i | i
CSC1=NC2C(N1)N(C)C(=O)N2C (configuration not stated) | i | i | -0.6 | -0.6 | i | i | i | i | i | i | i
CSC1=NCCN1C(=O)Cc1cccc2ccccc12 | i | i | -0.4 | 11.2 | i | i | i | i | i | i | i
COC(=O)CN1C(=S)N(c2ccc(OC)cc2)C(=O)/C1=C/c1ccc(N2CCOCC2)cc1 | i | i | 0.2 | 31.2 | i | -6.06* | i | i | i | i | i
Cc1cc(NC(=O)CSc2nc3ccccc3[nH]2)no1 | i | i | 0.4 | 26.2 | i | i | i | i | i | i | i
CCC1CCCCN1C(=O)COc1cc(=O)n(C)c2ccccc12 (configuration not stated) | i | i | 0.1 | 27.7 | i | i | i | i | i | i | i
Cc1ccc(SCC(=O)Nc2cccc(-c3nnc(-c4ccco4)o3)c2)cc1 | i | i | 1.4 | 4.7 | i | i | i | i | i | i | i
COc1cc(/C=N/N2C(C)CCCC2C)cc(Br)c1O (configuration not stated) | i | i | 0.2 | 35.2 | i | i | i | i | i | i | i
O=C(Cc1cccs1)Nc1nnc(COc2ccccc2)s1 | i | i | 0.0 | 21.8 | i | i | i | i | i | i | i
CCC1CCCCN1CCCNC(=O)c1ccc2nc(N3CCC(C)CC3)sc2c1 (configuration not stated) | i | i | 3.6 | 11.2 | i | i | i | i | i | i | i
COCCCN(C(=O)c1ccco1)c1nc(-c2cc(OC)ccc2OC)cs1 | i | i | -0.2 | 5.4 | i | i | i | i | i | i | i
COC(=O)c1cn(C(=O)c2ccccc2)c2ccccc12 | i | i | -0.3 | 0.4 | i | i | i | i | i | i | i
Cc1ccc(SCCN2CCN(C)CC2)cc1 | i | i | -0.2 | 22.4 | i | i | i | i | i | i | i
C/C(=N\NC(=O)c1ccc(CN2CCOCC2)cc1)c1ccc([N+](=O)[O-])cc1 | i | i | -0.2 | 12.5 | i | i | i | i | i | i | i
C[C@H]1C(=O)N(C)CCN1C(=O)c1ccccc1OC1CCN(S(C)(=O)=O)CC1 | i | i | -0.3 | 24.1 | i | i | i | i | i | i | i
CC(C)Cc1csc(NC(=O)c2ccccc2Cl)c1C(=O)O | i | i | -0.2 | 28.1 | i | i | i | i | i | i | i
O=C(NCc1ccco1)c1cc([N+](=O)[O-])cc([N+](=O)[O-])c1 | i | i | -0.5 | 20.6 | i | i | i | i | i | i | i
Oc1ccc(-c2cc(-c3ccc(O)cc3)nc(-c3ccccc3)n2)cc1 | i | i | 1.1 | 19.5 | i | i | i | i | i | i | i
CCCCN1C(=O)/C(=C2/Sc3ccccc3N2C)S/C1=N\c1ncn[nH]1 | i | i | -5.7 | 12.1 | i | i | i | i | i | i | i
O=C(OCc1ccc(Cl)cc1)c1ccccc1C(=O)c1ccccc1 | i | i | 2.1 | -8.5 | i | i | i | i | i | i | i
CCOc1ccccc1Oc1coc2cc(OC(=O)c3ccco3)ccc2c1=O | i | i | -0.1 | 21.2 | i | i | i | i | i | i | i
O=C(/C(C=Nc1cccc(C(F)(F)F)c1)=C(/O)c1ccco1)C(F)(F)F | i | i | -1.7 | 23.3 | i | i | i | i | i | i | i
C=CCN=c1scc(-c2ccc(F)cc2)n1/N=C/c1ccccn1 | i | i | 1.6 | 11.6 | i | i | i | i | i | i | i
CCCCc1ccc(NC(=O)CSc2nc(=O)n3cc(C)ccc3n2)cc1 | i | i | -1.9 | 23.6 | i | i | i | i | i | i | i
COc1ccc(S(=O)(=O)N2CCCC2CNC(=O)C(=O)NCc2ccccc2)cc1 (configuration not stated) | i | i | 0.3 | 18.7 | i | i | i | i | i | i | i
CSc1nnc(C(C)(C)C)c(=O)n1/N=C/c1c(O)ccc2ccccc12 | i | i | -0.2 | 10.0 | i | i | i | nt | i | i | i
O=C(N/N=C/c1ccncc1)c1cccs1 | i | i | -0.1 | 20.8 | i | i | i | i | i | i | i
O=C1CCC(C(=O)Nc2cccc(S(=O)(=O)N3CCOCC3)c2)N1 (configuration not stated) | i | i | 0.8 | 14.6 | i | i | i | i | i | i | i
S=c1[nH]c2cc(Cl)c3cccnc3c2o1 | i | i | -16.8 | 47.6 | i | i | i | i | i | i | i
COc1cccc(C(=O)CSc2nnc(CNc3nc(-c4ccccc4)cs3)n2C)c1 | i | i | -0.3 | 10.9 | i | i | i | i | i | i | i

Ordered by number of heavy atoms (rising): part of the list above.
SMILES | MrgX1 allo act | TRPC4 PAM | HIF activator | AI-2 QS mod | TRPC4 inh | MrgX1 antagonist | MrgX1 agonist | PolyA inhibitor | TRPC6 act | TRPC6 inh | TRPC4 agonist
O=C(N/N=C/c1ccncc1)c1cccs1 | i | i | -0.1 | 20.8 | i | i | i | i | i | i | i
CC(C)Cc1csc(NC(=O)c2ccccc2Cl)c1C(=O)O | i | i | -0.2 | 28.1 | i | i | i | i | i | i | i
CCOc1ccccc1Oc1coc2cc(OC(=O)c3ccco3)ccc2c1=O | i | i | -0.1 | 21.2 | i | i | i | i | i | i | i

(list continues)
SMILES | MrgX1 allo act | TRPC4 PAM | HIF activator | AI-2 QS mod | TRPC4 inh | MrgX1 antagonist | MrgX1 agonist | PolyA inhibitor | TRPC6 act | TRPC6 inh | TRPC4 agonist
CN(C)/C=C/C(=O)c1cnc(-c2cccc(Cl)c2)s1 | i | i | 0.0 | 16.1 | i | i | i | i | i | i | i
CC1CCC2(CC1)NC(=O)N(CC(=O)Nc1ccc3c(c1)OCCO3)C2=O (configuration not stated) | i | i | 1.3 | 16.5 | i | i | i | i | i | i | i
CCOC(=O)C1(Cc2ccccc2)CCN(Cc2cccc3c2OCO3)CC1 | i | i | 0.1 | 1.5 | i | i | i | i | i | i | i
CCOc1ccccc1C(=O)NCC(=O)OCCCOC(=O)CNC(=O)c1ccccc1OCC | i | i | -0.2 | 7.2 | i | i | i | i | i | i | i
CN(CC(=O)Nc1ccc(S(N)(=O)=O)cc1)C1CCCCC1 | i | i | 0.0 | 26.1 | i | i | i | i | i | i | i
CCCN(C(=O)c1cccc(-n2cccc2)c1)c1c(N)n(Cc2ccccc2)c(=O)[nH]c1=O | i | i | 0.5 | -1.0 | i | i | i | i | i | i | i
O=C(COC(=O)c1cncc(Br)c1)NCc1ccco1 | i | i | -0.1 | 24.8 | i | i | i | i | i | i | i
COC(=O)c1ccsc1NS(=O)(=O)c1ccccc1 | i | i | -0.3 | 7.7 | i | i | i | nt | i | i | i
CN(C)S(=O)(=O)c1ccc(C(=O)Nc2nnc(SCC(=O)NCC3CCCO3)s2)cc1 (configuration not stated) | i | i | -0.9 | 27.2 | i | i | i | i | i | i | i
O=C(N/N=C\C=C\c1ccc2c(c1)OCO2)C1COc2cc3ccccc3cc2O1 (configuration not stated) | i | 12* | nt | 14.4 | i | i | i | i | i | i | i
CCOC(=O)N1CCN(C(=O)c2cc(-n3cnnc3)ccc2Cl)CC1 | i | i | 0.2 | -1.1 | i | i | i | i | i | i | i
CC(=O)Nc1cccc(C(=O)OCc2ccc([N+](=O)[O-])cc2)c1 | i | i | -0.1 | -50.4 | i | i | i | i | i | i | i
CCn1ccnc1CN(C)Cc1cn[nH]c1-c1ccc(F)cc1F | i | i | 0.2 | 20.2 | i | i | i | i | i | i | i
CC(=O)Oc1ccc(C2OC(=O)c3ccccc3N2C(C)=O)cc1 (configuration not stated) | i | i | 0.0 | 18.3 | i | i | i | i | i | i | i

Screening data (PubChem)

The list is partial; the hit share may differ from the screen's.
